C diff growth – blocks growth of Clostridium difficile; Clostridium difficile clinical isolate growth, OD600, 24 h; hits give low values; growth activity, negative = inhibition, % at 16 µg/mL (by protocol); 0.25% of 86,000 active; AID 1259249;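 active means mean growth activity at or below -80% and every replicate also at or below -80%; inconclusive means mean at or below -80% but some replicate above -80%; inactive means mean growth activity above -80%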;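 further: 0% = DMSO wells and -100% = levofloxacin 16 µg/mL wells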
KDM4C inh – blocks human GASC-1 (KDM4C) demethylase activity; Q9H3R0; GST-KDM4C 2-372, H3K9me3 peptide, LANCE TR-FRET; inhibition, % at 12.5 µM; 0.15% of 96,000 active; AID 720574;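 active means mean replicate inhibition above about 25%, with at least 55% of replicates also reaching it, limit read from the data, passing the limit was not always enough; inconclusive means only one of those two conditions met; inactive means neither condition met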
Target sequence (Q9H3R0 2-372 limits assumed): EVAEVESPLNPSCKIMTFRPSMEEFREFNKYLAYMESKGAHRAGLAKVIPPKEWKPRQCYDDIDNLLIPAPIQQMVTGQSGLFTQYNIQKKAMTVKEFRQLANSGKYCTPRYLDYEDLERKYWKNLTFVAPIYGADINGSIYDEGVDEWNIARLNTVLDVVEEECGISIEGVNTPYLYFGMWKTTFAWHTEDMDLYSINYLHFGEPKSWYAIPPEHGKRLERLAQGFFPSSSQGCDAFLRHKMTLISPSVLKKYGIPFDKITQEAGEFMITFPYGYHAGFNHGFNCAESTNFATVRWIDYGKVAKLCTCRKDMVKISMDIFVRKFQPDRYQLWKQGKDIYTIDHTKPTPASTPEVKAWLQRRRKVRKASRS
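Test system: N-terminal GST-fused human GASC-1 (KDM4C) fragment, residues 2-372; quantity: GASC-1 enzyme at 10 nM final in reaction; dosing: single dose; schedule: 30 min demethylation and 1 h detection at room temperature; signal: LANCE TR-FRET, excitation 340 nm, emissions 618 and 671 nm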
Pf Dd2 inh – blocks growth of Plasmodium falciparum Dd2 parasites | P. falciparum Dd2 growth, SYBR Green, 72 h; hits give low values | activity change, % at 10 µM | 2.3% of 94,000 active; in the data active means activity change below about -80%; inconclusive means no clear call, values can overlap the other calls
Tcruzi prolif – T. cruzi proliferation inhibition; 5.9% of 77,000 active; T. cruzi beta-gal in NIH3T3, GalScreen luminescence, 90 h; inhibition, % at 8.34 µM; AID 624255;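 active means mean inhibition above about 93%, with at least 55% of replicates each passing it, limit read from the data, passing the limit was not always enough; inconclusive means only one of those two conditions holds; inactive means neither condition holds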
An asterisk follows results filed as active; ? = inconclusive; nt = not tested or not shown; & = joins results of further samples. Hits appear at their usual frequency. About 6.7% of those tested had a hit in this group.

Order of values: C diff growth	KDM4C inh	Pf Dd2 inh	Tcruzi prolif
(1) Cc1noc(C)c1S(=O)(=O)Nc1ccc2c(c1)C(=O)N([C@H](C)CO)C[C@H](C)[C@@H](CN(C)C(=O)Cc1ccccc1)OCCCC[C@H](C)O2
  5	0.8	14	-23
(2) C[C@H](O)C#Cc1cnc2c(c1)C(=O)N([C@@H](C)CO)C[C@@H](C)[C@H](CN(C)CC1CCCCC1)O2
  -1	-0.2	65	nt
(3) CO[C@@H]1CC[C@@H]2CCOc3ccc(C#N)cc3C(=O)N(C)[C@H](C)C(=O)N(C)C[C@@H]1O2
  -5	2.0	nt	32
(4) CNC[C@@H]1Oc2cc(-c3ccccc3F)ccc2S(=O)(=O)N([C@H](C)CO)C[C@H]1C
  1	1.2	-48	nt
(5) CC(=O)N(C[C@@H]1N[C@@H](CO)[C@H]1c1ccc(-c2cccnc2)cc1)C1CCCC1
  2&-3	-0.3	-9&-22	51&31
(6) COc1ccc(CNC(=O)C[C@H]2C[C@H]3c4cc(NC(=O)C5CCC5)ccc4O[C@H]3[C@H](CO)O2)cc1
  2	-2.8	4	-3
(7) C[C@@H]1CN([C@@H](C)CO)C(=O)c2cc(NC(=O)Nc3ccc(F)cc3)ccc2O[C@@H]1CN(C)C
  10	19	2	nt
(8) O=S(=O)(c1ccc(F)cc1)N1CCCCN2[C@@H](CO)[C@@H](c3ccc(-c4cncnc4)cc3)[C@@H]2C1
  -8	-0.4	-39	-37
(9) CCc1csc(N2[C@H](CO)[C@H](c3ccccc3)[C@@H]2CNC)n1
  0	1.3	-27	4
(10) COC(=O)C[C@@H]1C[C@@H]2c3cc(N)ccc3O[C@@H]2[C@H](CO)O1
  -1	nt	-16	46
(11) O=C(NC1CCC1)[C@H]1[C@H](CO)[C@H]2Cn3c(ccc(-c4ccccc4)c3=O)[C@H]2N1CCc1ccccc1
  22	6.1	-26	53
(12) C[C@@H]1CN([C@@H](C)CO)S(=O)(=O)c2ccc(-c3ccccc3F)cc2O[C@H]1CN(C)Cc1cncnc1
  -1	5.1	-29	34
(13) COc1ccc(-c2ccccc2[C@@H]2[C@@H](C#N)N(C(=O)C3CCOCC3)[C@H]2CO)cc1
  2	0.8	-55	nt
(14) COc1cccc(-c2ccc3n(c2=O)C[C@H]2[C@H](CO)[C@@H](C(=O)NCC4CC4)N(C(C)=O)[C@@H]32)c1
  -1	-1.2	nt	1
(15) O=C([C@@H]1[C@@H](CO)[C@@H]2Cn3c(cccc3=O)[C@@H]2N1CC1CCCCC1)N1CCOCC1
  -5	5.6	-2	nt
(16) CC(C)NC(=O)N1C[C@@H]2[C@H](c3ccccc31)[C@H](CO)N2Cc1ccc(Cl)cc1
  -6	0.5	-1	30
(17) COCC(=O)N(C)C[C@@H]1Oc2ncc(C#Cc3cccnc3)cc2C(=O)N([C@@H](C)CO)C[C@@H]1C
  4	-0.7	-10	21
(18) CO[C@H]1CN(C)C(=O)c2ccc(NC(=O)c3cc(C)on3)cc2OC[C@@H](C)N(C)C[C@H]1C
  1	-0.2	24	-3
(19) CCCNC(=O)N(C)C[C@@H]1Oc2cc(-c3cccnc3)ccc2S(=O)(=O)N([C@H](C)CO)C[C@H]1C
  1	0.1	30	10
(20) COCC(=O)Nc1ccc2c(c1)C(=O)N(C)C[C@@H](OC)[C@@H](C)CN(C(=O)c1cccnc1)[C@H](C)CO2
  nt	0.7	-21	16
(21) CCC(=O)N1C[C@H](C)[C@@H](OC)CN(C)C(=O)c2ccc(NC(=O)c3cc(C)on3)cc2OC[C@H]1C
  5	-0.1	10	23
(22) COc1ccc(CN(C)C[C@H]2OCCCC[C@H](C)Oc3ccc(NS(=O)(=O)c4ccc(OC)cc4)cc3C(=O)N([C@H](C)CO)C[C@@H]2C)cc1
  0	0.7	-24	20
(23) Cc1noc(C)c1S(=O)(=O)Nc1ccc2c(c1)CC(=O)N([C@H](C)CO)C[C@@H](C)[C@H](CN(C)S(=O)(=O)c1cn(C)cn1)O2
  -4	0.8	21	-1
(24) COc1cccc(NC(=O)C[C@@H]2CC[C@H]3[C@@H](COc4ccc(NC(=O)C5CC5)cc4C(=O)N3C)O2)c1
  -2	3.8	-8	19
(25) O=C(N[C@@H]1CC[C@@H](CCNC(=O)C2CCCCC2)O[C@H]1CO)c1ccncc1
  0	-1.6	-1	-44
(26) C[C@@H]1CCCCO[C@H](CN(C)CC2CC2)[C@@H](C)CN([C@H](C)CO)C(=O)c2cc(NC(=O)Cc3ccccc3)ccc2O1
  4	-0.5	-32	83
(27) C[C@@H]1CN([C@@H](C)CO)S(=O)(=O)c2ccc(C#CCN(C)C)cc2O[C@@H]1CN(C)C(=O)CN(C)C
  -2	5.0	43	12
(28) O=C(C[C@H]1C=C[C@@H](NC(=O)Nc2cc(F)ccc2F)[C@@H](CO)O1)NCc1ccccn1
  -2	-0.2	22	18
(29) COCC(=O)Nc1ccc2c(c1)C(=O)N(C)C[C@@H](OC)[C@H](C)CN(CCc1ccccc1)[C@H](C)CO2
  6	-1.1	-36	34
(30) O=C(C[C@H]1CC[C@@H]2[C@H](COC[C@H](O)CN2CCc2ccccc2)O1)N1CCC(Cc2ccccc2)CC1
  4	0.6	-33	93
(31) Cc1ccc(S(=O)(=O)Nc2cccc3c2O[C@@H](CN(C)S(=O)(=O)c2cn(C)cn2)[C@@H](C)CN([C@@H](C)CO)C3=O)cc1
  -6	-0.7	8	-14
(32) CC(C)NC(=O)N(C)C[C@H]1OCCCC[C@@H](C)Oc2ccc(NS(C)(=O)=O)cc2C(=O)N([C@@H](C)CO)C[C@H]1C
  nt	3.1	28	-43
(33) COc1ccc(CN(C)C[C@H]2Oc3ccc(NC(=O)Nc4ccccc4)cc3C(=O)N([C@H](C)CO)C[C@H]2C)cc1
  -3	-0.7	-4	13
(34) CC(C)NC(=O)Nc1ccc2c(c1)CC(=O)N([C@H](C)CO)C[C@H](C)[C@@H](CN(C)Cc1ccc(C(=O)Nc3ccccc3N)cc1)O2
  -1	0.3	-75	74
(35) O=C(Nc1ccc(F)cc1)Nc1ccc2c(c1)[C@H]1C[C@@H](CC(=O)N3CCCCC3)O[C@@H](CO)[C@H]1O2
  2	-1.7	-67	111*
(36) COc1ccccc1NC(=O)N1C[C@@H]2[C@H](c3ccccc31)[C@H](CO)N2Cc1ccc2c(c1)OCO2
  7	-1.9	-14	51
(37) COc1ccc(S(=O)(=O)Nc2ccc3c(c2)C(=O)N([C@H](C)CO)C[C@H](C)[C@H](CN(C)C(=O)NC2CCCCC2)O3)cc1
  nt	1.7	3	-73
(38) COc1ccc(S(=O)(=O)N[C@@H]2CC[C@@H](CC(=O)N3CCc4ccccc4C3)O[C@@H]2CO)cc1
  3	2.4	-15	27
(39) CC(C)NC(=O)N1C[C@@H]2[C@H](c3ccccc31)[C@H](CO)N2C(=O)c1cccnc1
  10	-2.6	20	-20
(40) CCN1CC(=O)N2[C@H](CO)[C@@H](c3ccc(-c4ccccc4F)cc3)[C@H]2C1
  -1	13	15	nt
(41) Cc1cccc(-c2ccc([C@H]3[C@H](CO)N4CCCCN(C(=O)NC(C)C)C[C@@H]34)cc2)c1
  -14	-2.0	21	106*
(42) C[C@@H]1CN([C@H](C)CO)C(=O)c2cccc(NS(=O)(=O)c3ccccc3)c2O[C@H]1CN(C)S(=O)(=O)c1ccc(Cl)cc1
  -9	0.6	-15	31
(43) C[C@H]1CN([C@@H](C)CO)C(=O)Cc2cc(NC(=O)CCN3CCOCC3)ccc2O[C@H]1CN(C)S(=O)(=O)c1ccccc1
  -2&-4	12	-24	nt
(44) C[C@@H]1CN([C@@H](C)CO)C(=O)c2c(c3ccccc3n2C)-c2ccccc2CO[C@H]1CN(C)C
  -10	-1.3	-17	?
(45) CC(=O)N1[C@H](CO)[C@H](c2ccccc2)[C@H]1CN(C)S(=O)(=O)c1ccccc1
  -6	-1.0	34	7
(46) COc1ccc(NC(=O)N(C)C[C@H]2Oc3ccc(NC(=O)Cc4ccccc4)cc3C(=O)N([C@H](C)CO)C[C@H]2C)cc1
  -2	-0.2	6	-23
(47) C[C@@H]1CN([C@@H](C)CO)C(=O)c2cc(-c3cncnc3)cnc2O[C@@H]1CN(C)C(=O)c1ccccc1F
  8	1.9	6	92
(48) O=C(C1CC1)N1CCCCN2[C@H](CO)[C@@H](c3ccc(-c4cccc(F)c4)cc3)[C@@H]2C1
  -8	5.4	12	75
(49) CCC(=O)N(C)C[C@@H]1Oc2cc(Br)ccc2S(=O)(=O)N([C@H](C)CO)C[C@H]1C
  2	-1.1	28	nt
(50) CCC(=O)N1CC2(C1)[C@H](c1ccccc1)[C@@H](CO)N2C(=O)NC(C)C
  0	-0.1	3	nt
(51) COc1ccc(CN(C)C[C@@H]2Oc3ccc(NC(=O)CCC(F)(F)F)cc3C(=O)N([C@H](C)CO)C[C@@H]2C)cc1
  0	-1.4	-5	nt
(52) CCCNC(=O)Nc1ccc2c(c1)C(=O)N(C)[C@@H]1CC[C@@H](CC(=O)NCC3CCCCC3)O[C@H]1CO2
  6	-3.2	-28	14
(53) CC(C)CC#Cc1ccc2c(c1)O[C@@H](CN(C)Cc1ccccn1)[C@@H](C)CN([C@H](C)CO)S2(=O)=O
  -10	11	-17	109*
(54) C[C@H](CO)N1C[C@H](C)[C@H](CN(C)S(=O)(=O)c2ccccc2)OCCCC[C@H](C)Oc2ccc(NC(=O)Nc3ccc4c(c3)OCO4)cc2C1=O
  -3	1.7	-21	98
(55) O=C(C[C@@H]1C[C@H]2c3cc(NC(=O)Nc4ccccc4)ccc3O[C@H]2[C@@H](CO)O1)NCCN1CCCCC1
  -4	-0.4	17	-128
(56) C[C@@H]1CN([C@@H](C)CO)C(=O)Cc2cc(NS(C)(=O)=O)ccc2O[C@@H]1CN(C)CC1CCCCC1
  -1	0.2	-24	44
(57) CO[C@@H]1CN(C)C(=O)c2ccc(NC(=O)Nc3cccc(F)c3)cc2OC[C@H](C)N(C)C[C@H]1C
  -7	-0.6	nt	-14
(58) COc1ccccc1CN1C[C@@H](C)[C@@H](OC)CN(C)C(=O)c2ccc(NC(C)=O)cc2OC[C@@H]1C
  nt	3.0	-24	22
(59) COc1ccc(NC(=O)N2CCCCN3[C@@H](CO)[C@@H](c4ccc(C5=CCCC5)cc4)[C@@H]3C2)cc1
  14	nt	-46	94
(60) C[C@@H]1CN([C@H](C)CO)C(=O)Cc2cc(NC(=O)Cc3cn(C)c4ccccc34)ccc2O[C@@H]1CN(C)Cc1ccc(Cl)c(Cl)c1
  -1	-1.7	-44	89

Single records, from the list above.
Results for Cc1ccc(S(=O)(=O)Nc2cccc3c2O[C@@H](CN(C)S(=O)(=O)c2cn(C)cn2)[C@@H](C)CN([C@@H](C)CO)C3=O)cc1 = C diff growth = -6; KDM4C inh = -0.7; Pf Dd2 inh = 8; Tcruzi prolif = -14
Results for CO[C@@H]1CN(C)C(=O)c2ccc(NC(=O)Nc3cccc(F)c3)cc2OC[C@H](C)N(C)C[C@H]1C = C diff growth = -7; KDM4C inh = -0.6; Pf Dd2 inh = nt; Tcruzi prolif = -14

Next section.
Order of values: C diff growth	KDM4C inh	Pf Dd2 inh	Tcruzi prolif
(61) Cc1ccccc1S(=O)(=O)N(C)C[C@H]1OCc2ccccc2-c2ccccc2C(=O)N([C@H](C)CO)C[C@@H]1C
  12	-1.2	-19	?
(62) CCN(C[C@@H]1[C@@H](c2ccccc2)[C@H](CO)N1C(=O)COC)S(C)(=O)=O
  -3	-0.8	4	-5
(63) C[C@@H]1CN([C@H](C)CO)C(=O)c2cc(NC(=O)c3ccncc3)ccc2O[C@H]1CN(C)Cc1ccc(C(=O)O)cc1
  2	-0.7	3	51
(64) C[C@H]1CN([C@@H](C)CO)C(=O)c2cccc(NC(=O)c3ccc(-c4nccs4)cc3)c2O[C@@H]1CN(C)CC1CCCCC1
  17	3.2	-35	37
(65) C[C@@H]1CCCCO[C@H](CN(C)C(=O)Nc2ccccc2)[C@H](C)CN([C@@H](C)CO)C(=O)c2cc(NC(=O)Nc3ccc4c(c3)OCO4)ccc2O1
  6	-2.6	-56	7
(66) C[C@H](CO)N1C[C@H](C)[C@H](CN(C)Cc2ccc(-c3ccccc3)cc2)OCc2ccccc2-c2c(n(C)c3ccccc23)C1=O
  18	-0.6	?	nt
(67) O=C(C[C@H]1CC[C@H](NC(=O)c2ccccc2)[C@@H](CO)O1)NCc1ccncn1
  3	-0.7	0	-15
(68) COCC(=O)N1CC[C@H]2[C@@H]1c1cc(-c3cccc(F)c3)ccc1N(C)[C@H]2CO
  2	0.5	15	87
(69) C[C@@H]1CN([C@H](C)CO)C(=O)c2cccc(NC(=O)Nc3ccc(C(F)(F)F)cc3)c2O[C@H]1CN(C)Cc1ccncc1
  5	1.9	-2	nt

Molecules listed so far containing a cyano group (two):
Order of values: C diff growth	KDM4C inh	Pf Dd2 inh	Tcruzi prolif
(3) CO[C@@H]1CC[C@@H]2CCOc3ccc(C#N)cc3C(=O)N(C)[C@H](C)C(=O)N(C)C[C@@H]1O2
  -5	2.0	nt	32
(13) COc1ccc(-c2ccccc2[C@@H]2[C@@H](C#N)N(C(=O)C3CCOCC3)[C@H]2CO)cc1
  2	0.8	-55	nt

Compound activity as filed in PubChem.
